Assay outcomes: PubChem BioAssay, several laboratories
Bfl-1 displacement: displacement of Bid BH3 peptide from Bfl-1 – biochemical, fluorescence polarization, FITC-Bid, mouse, primary screen (AID 432) | FITC-Bid BH3 peptide fluorescence polarization displacement; higher % means a stronger effect | displacement, % at 20 µM, or IC50 in µM where a hit was titrated | 64,000 compounds, 0.02% hits; in the data active = a potency from the dose series; inactive = the rest, 99 in 100 with displacement below about 15%; also: strong numbers were not always called active
HT1080 viability: HT1080 cell viability loss – fluorescence readout (AID 620) | HT1080 viability, fluorescence; higher % means a stronger effect | cytotoxicity, % at 10 µM; hits with a dose series show EC50 in µM | 87,000 compounds, 0.42% hits;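 also: cells exposed to compound overnight then 4 h with Alamar Blue; 0% = vehicle DMSO and 100% = killing control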
LYP inhibition: LYP phosphatase inhibitors, primary screen, biochemical, DiFMUP fluorescence, recombinant catalytic domain, 10 µM (AID 606); recombinant LYP catalytic domain, DiFMUP fluorescence; higher % means a stronger effect; inhibition, % at 10 µM; hits with a dose series show IC50 in µM; 52,000 tested, under 10 active;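 active = IC50 under 40 µM in the dose-response test; inactive = IC50 of 40 µM or more, or never dose-tested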
HPDE-C7K KRASV12: cytotoxicity in KRAS-transformed pancreatic duct cells, primary screen, cell-based, fluorescence, HTS (AID 431); HPDE-C7K KRASV12 cells, Alamar Blue viability, 48 h; higher % means a stronger effect; one-dose cytotoxicity, % at 10 µM; EC50 in µM for titrated hits; 63,000 compounds, 1.7% hits;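 active = compounds whose percent cytotoxicity in the single-dose primary screen, scaled between solvent and toxic-drug controls, exceeds 50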;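 also: 0% = DMSO solvent wells and 100% = doxorubicin-treated wells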
HPDE-C7 cytotoxicity: HPDE-C7 pancreatic duct cell viability loss – fluorescence, HTS (AID 430); cytotoxicity, % at 10 µM; hits with a dose series show EC50 in µM; HPDE-C7 pancreatic duct cells viability, fluorescence; higher % means a stronger effect; 63,000 compounds, 1.8% hits;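 also: cells exposed to compound for 48 hours before viability readout; 0% = vehicle and 100% = reference cytotoxic drug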
PMK inhibit: blocks S. pneumoniae phosphomevalonate kinase; purified PMK, PK/LDH-coupled NADH absorbance 340 nm; inhibition, % at 10 µM; 65,000 compounds, 0.49% hits;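 active = top-ranked compounds by inhibition in the single 10 µM screen, taking a fixed number of the strongest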;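 also: 0% = full reaction with DMSO carrier and 100% = background rate without enzyme reaction; no value below 0 was filed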
DPM-DC inhibit: S. pneumoniae DPM-DC inhibition; purified DPM-DC, PK/LDH coupled NADH fluorescence; calls only at 10 µM; 65,000 compounds, 0.49% hits;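 active = the 320 compounds with the highest percent inhibition in the single-dose primary screen, excluding strongly autofluorescent ones, cut at about 32% in these data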;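 also: kinetic rate of NADH fluorescence loss reporting ADP formed by the decarboxylase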
Alkaline phosphatase: inhibition of tissue-nonspecific alkaline phosphatase – biochemical, luminescent (AID 518); purified TNAP enzyme, luminescent substrate readout; higher % means a stronger effect; 64,000 compounds, 0.09% hits; inhibition, % at 20 µM; hits with a dose series show IC50 in µM; in the data active = a potency from the dose series; inactive = the rest, 99 in 100 with inhibition below about 22%;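 also: plate controls were vehicle for no effect and reference inhibitor for full effect; many of its hits are not listed in these tables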
Spn MK inh: inhibitors of Streptococcus pneumoniae mevalonate kinase | AID 555 | purified MK, PK/LDH-coupled NADH absorbance 340 nm | 65,000 compounds, 0.48% hits | inhibition, % at 10 µM;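 active = ranked among the strongest by inhibition in the single 10 µM screen, a fixed top-ranked set picked for dose follow-up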; also: no value below 0 was filed
PMK inhibit pilot replicates: further read-out of PMK inhibit, marked with its call; inhibition, %; measured here: pilot screen replicates
Spn MK inh pilot replicates: recorded beside Spn MK inh, whose call it bears; inhibition, %; measured here: pilot screen replicates
DPM-DC inhibit pilot screen %: recorded beside DPM-DC inhibit, whose call it bears; inhibition, %; measured here: pilot screen trials
* = called active by the depositor; i = inactive; . = not tested or not shown. Rule as the data show it, unless noted: active = cytotoxicity above about 50%; inactive = the rest.

SMILES | Bfl-1 displacement | HT1080 viability | LYP inhibition | HPDE-C7K KRASV12 | HPDE-C7 cytotoxicity | PMK inhibit | DPM-DC inhibit | Alkaline phosphatase | Spn MK inh | others
CCn1c(CSc2nc(C)cc(C)n2)nnc1SCC(=O)Nc1nc(-c2ccccc2)cs1 | -2% | 1% | 12% | -8% | -5% | 10 | i | 10% | 10
COc1ccc(NC(=O)CN(C2CCCCC2)S(C)(=O)=O)cc1OC | -11% | 2% | 11% | -1% | -7% | 0 | i | 4% | 0
COCCOC(=O)c1c(C)n(C)c2ccc(OC(=O)C3CC3)cc12 | -6% | 4% | . | 14% | 4% | 1 | i | 8% | 0
CCCn1c(N)c(Sc2ccc(Cl)cc2)c(=O)n(CCC)c1=O | 0% | 2% | 14% | 1% | 3% | 7 | i | 1% | 0
CCCCC(NC(C)=O)c1nc2ccccc2n1CCCC (stereo not drawn) | 5% | -6% | 12% | 6% | 8% | 0 | i | 4% | 3
CC(=O)COc1ccc2c3c(c(=O)oc2c1C)CCCCC3 | -3% | -3% | 8% | -7% | 5% | 3 | . | 17% | 7
CCN1CCCC1CNC(=O)CSc1cc(=O)n(CC)c2ccccc12 (stereo not drawn) | -5% | 11% | 19% | 1% | 5% | 14 | i | 7% | 11
CCOC(=O)c1oc2cc(O)ccc2c(=O)c1-c1ccccc1OC | 3% | -9% | . | -6% | 2% | 20 | i | 4% | 4
C=CCc1cccc(/C=N/n2cnnc2)c1O | 6% | -4% | 3% | 7% | 1% | 9 | i | 14% | 8
O=C(Nc1ccc(Cl)cc1C(=O)Nc1ccncc1)c1ccco1 | -7% | 13% | -4% | 3% | -6% | 8 | i | 7% | 4 | PMK inhibit pilot replicates=0.0;Spn MK inh pilot replicates=0.5;DPM-DC inhibit pilot screen %=3.0
Oc1cnn(-c2ccccc2)c1 | 2% | 9% | . | -22% | -17% | 7 | i | -3% | 4
CCOc1ccc2nc(COC(=O)c3ccco3)c(C(C)=O)[n+]([O-])c2c1 | 6% | 3% | -7% | -14% | 8% | 3 | i | 11% | 0
CC1(C)c2ccccc2N2CC(=O)NC21/C=C/c1ccco1 (stereo not drawn) | -7% | 22% | 0% | -16% | -6% | 9 | i | 6% | 7
Cc1ccc(S(=O)(=O)c2cc3c(=O)n4ccccc4nc3n(Cc3ccco3)c2=N)cc1C | -2% | 26% | . | 18µM* | 19µM* | 0 | . | 16% | 2
CCc1nnc(NC(=O)CSc2nc3c(c(=O)n2CC)SC(C)C3)s1 (stereo not drawn) | 0% | 2% | 7% | 3% | 1% | 11 | i | -6% | 0
CC(=O)CN1Cc2ccccc2/C1=N\C(=O)Nc1ccccc1 | -3% | -13% | 15% | 6% | 2% | 1 | i | 13% | 7
CCCn1c(SCC(=O)Nc2c(C)cccc2CC)nnc1C(C)C | -8% | 7% | 13% | -12% | -4% | 6 | i | 15% | 8
CC(C)Cc1nc(NCCN2CCOCC2)c(C#N)c2c1COC(C)(C)C2 | -5% | -13% | -2% | -2% | -2% | 10 | i | 12% | 0
COC(=O)c1ccc(C2/C(=C(/O)c3ccc(OC)cc3)C(=O)C(=O)N2Cc2ccco2)cc1 (stereo not drawn) | 2% | -4% | 0% | 3% | 1% | 3 | i | -6% | 3
COc1ccc(CCNS(=O)(=O)c2ccc(F)cc2)cc1OC | 0% | 0% | 9% | -6% | -7% | 11 | i | 17% | 2
COc1ccc(NC(=O)C2CCCN(S(=O)(=O)c3cccnc3)C2)cc1 (stereo not drawn) | -6% | 8% | . | -6% | -18% | 16 | i | 9% | 4
CC1CC(C)CN(Cc2nc(N)nc(Nc3ccc4ccccc4c3)n2)C1 (stereo not drawn) | 1% | 39% | 6% | 58%* | 39% | 11 | i | 9% | 4
O=C1CCCc2c1cc(C(=O)Nc1ccc(Br)cn1)c(=O)n2-c1ccccc1 | -10% | 0% | 3% | 6% | 1% | 4 | i | 5% | 9
CCCCOC(=O)Nc1ccccc1C(=O)N1CCCC1 | 2% | . | . | -1% | 1% | 0 | i | 8% | 7
CCCOc1ccc(Cn2c(=O)oc3ccc(C)cc32)cc1OC | . | -4% | . | . | . | 7 | i | . | 9
Cc1ccccc1-n1nnnc1SCc1ncc(-c2ccccc2)o1 | 2% | -3% | . | 16% | 2% | 14 | i | 10% | 0
O=C(Nc1ccccc1)N(CCCN1CCOCC1)Cc1cccs1 | 6% | -7% | 11% | 3% | 0% | 0 | i | 8% | 6
Cn1c(Cn2c(=O)sc3ccccc32)nnc1SCC(=O)Nc1ccccc1F | 1% | 3% | . | -11% | -12% | 8 | i | 13% | 0
N#CC(c1nc2ccccc2nc1N1CCCC1)S(=O)(=O)c1ccccc1 (stereo not drawn) | 20% | 1% | 6% | 3% | -10% | 5 | . | 10% | 12
Cc1cc(Oc2ccccc2)nc(N)n1 | 4% | 0% | -23% | 4% | -4% | 8 | i | 3% | 6
COc1ccc(C(=O)/C=C/Nc2cc(C)on2)cc1 | -1% | . | 6% | -15% | -20% | 0 | i | 3% | 3
CN1CCN(C(c2cccc(C(F)(F)F)c2)c2nnnn2C(C)(C)C)CC1 (stereo not drawn) | -4% | 3% | -4% | 1% | -13% | 11 | i | 15% | 6 | PMK inhibit pilot replicates=1.0;Spn MK inh pilot replicates=0.0;DPM-DC inhibit pilot screen %=0.0
COc1ccc(-c2onc(C)c2-c2ccccc2)c(O)c1 | 0% | -3% | 11% | 15% | -2% | 0 | i | 14% | 11 | PMK inhibit pilot replicates=0.0;Spn MK inh pilot replicates=0.0;DPM-DC inhibit pilot screen %=0.0
O=C(Nc1ccc(N2CCOCC2)c(F)c1)c1ccncc1 | 2% | -7% | 17% | -7% | -15% | 9 | i | 8% | 5 | PMK inhibit pilot replicates=0.0;Spn MK inh pilot replicates=2.0;DPM-DC inhibit pilot screen %=0.5
COc1ccc(OC)c(-n2c(SCC(=O)NCc3ccco3)nnc2-c2c[nH]c3ccccc23)c1 | -6% | 5% | 7% | -1% | 5% | 9 | i | 11% | 10
COc1cc(S(=O)(=O)NCCc2ccc3c(c2)OCO3)ccc1-n1cnnn1 | 2% | 1% | 5% | 1% | 0% | 6 | i | 2% | 10
COc1cccc2cc(C(=O)N3CCc4ccccc4C3)c(=O)oc12 | -4% | 16% | 8% | 26% | 24% | 9 | i | 8% | 5
O=C(CN1CCC(NC(=O)Nc2ccccc2-c2ccccc2)CC1)NCc1ccco1 | -7% | -15% | . | 5% | 4% | 6 | i | 6% | 0
O=C(Nc1ccccc1N1CCN(C(=O)c2ccccc2)CC1)c1ccc2c(c1)OCO2 | -4% | 4% | 4% | 2% | 2% | 2 | i | 9% | 10
CCOC(=O)c1[nH]c(C)c(C(=O)NC2CCN(C(=O)OCC)CC2)c1C | 0% | 0% | 12% | -1% | -5% | 15 | i | 2% | 0
CCc1ccc2[nH]c(=O)c(CN(CCN3CCCC3)C(=O)NC3CCCCC3)cc2c1 | -6% | -6% | 6% | -6% | -18% | 16 | i | 10% | 0
O=C(c1cccs1)N(Cc1ccco1)C1CCS(=O)(=O)C1 (stereo not drawn) | -10% | 7% | . | -2% | 0% | 0 | i | 2% | 2
O=C(Cn1cccc1C(=O)c1ccccc1)NCc1ccc2c(c1)OCO2 | 4% | 0% | -16% | 8% | -8% | 11 | i | 10% | 0
O=C(NC1CCCCCCC1)C1CCN(S(=O)(=O)N2CCC3(CC2)OCCO3)CC1 | -3% | -5% | -5% | -12% | -11% | 16 | i | 1% | 1
CCNC(=O)c1ccc(NS(=O)(=O)c2ccccc2)cc1 | 2% | 2% | 8% | 0% | -4% | 7 | i | 8% | 0 | PMK inhibit pilot replicates=0.0;Spn MK inh pilot replicates=0.5;DPM-DC inhibit pilot screen %=0.0
COc1ccc(N(CC(=O)NCC2CCCO2)S(=O)(=O)c2c(C)noc2C)cc1 (stereo not drawn) | 0% | 6% | -10% | -6% | -8% | 14 | i | 7% | 0
CCOc1ccc(NC(=O)c2ccc(S(=O)(=O)N(C)C)cc2)cc1 | -1% | -1% | 3% | -22% | -24% | 5 | i | -2% | 1
Oc1ccc(Oc2ncc(Cl)cc2Cl)cc1 | -3% | -8% | 3% | 4% | -2% | 14 | i | 16% | 9
Cc1cccc(C)c1N(CC(=O)N1CCN(C)CC1)S(C)(=O)=O | 4% | 2% | 3% | -7% | 1% | 0 | i | 3% | 1
Cn1c(SCC(=O)NC(C)(C)C)nc(O)cc1=O | 0% | 3% | . | 6% | 26% | 7 | i | 11% | 12
COc1ccc(C2C=C(c3ccccc3)Nc3ncnn32)cc1 (stereo not drawn) | -8% | -2% | . | 14% | -31% | 12 | . | 3% | 7 | PMK inhibit pilot replicates=2.5;Spn MK inh pilot replicates=4.0
O=C(O)c1cccc2c1C(=O)N(Cc1ccncc1)C2 | -8% | 6% | . | 8% | 3% | 5 | i | 8% | 12
COc1ccccc1N1CCN(C(=O)CSc2nc3ncnc(N)c3[nH]2)CC1 | 0% | 1% | . | 2% | -8% | 9 | i | 45% | 4 | PMK inhibit pilot replicates=7.0;Spn MK inh pilot replicates=2.0;DPM-DC inhibit pilot screen %=1.5
COc1ccc(-c2nnc(SCC(=O)c3ccco3)n2-c2ccccc2)cc1 | -3% | 1% | -13% | 2% | -6% | 13 | i | 14% | 0
CCC(=O)N1CCc2cc(Br)cc(S(=O)(=O)NCc3ccco3)c21 | -5% | 32% | . | 19% | 0% | 0 | i | 11% | 13
Cn1c(=O)cc(SCC(=O)NCc2ccco2)c2ccccc21 | 7% | 0% | 12% | 5% | -4% | 16 | i | 5% | 3
CCOC(=O)CCCNC(=O)COC(=O)CCC(=O)c1ccc(F)cc1 | 3% | -2% | -2% | -1% | -6% | 20 | i | -12% | 0
CCOC(=O)C(NC(C)=O)(NS(=O)(=O)c1ccccc1)C(F)(F)F (stereo not drawn) | -3% | 6% | 5% | -10% | -2% | 9 | i | 9% | 7 | PMK inhibit pilot replicates=1.5;Spn MK inh pilot replicates=1.0;DPM-DC inhibit pilot screen %=2.5

Three compounds out of the list, ordered by count of non-hydrogen atoms, highest first:
SMILES | Bfl-1 displacement | HT1080 viability | LYP inhibition | HPDE-C7K KRASV12 | HPDE-C7 cytotoxicity | PMK inhibit | DPM-DC inhibit | Alkaline phosphatase | Spn MK inh | others
O=C(NC1CCCCCCC1)C1CCN(S(=O)(=O)N2CCC3(CC2)OCCO3)CC1 | -3% | -5% | -5% | -12% | -11% | 16 | i | 1% | 1
CCOC(=O)CCCNC(=O)COC(=O)CCC(=O)c1ccc(F)cc1 | 3% | -2% | -2% | -1% | -6% | 20 | i | -12% | 0
CCNC(=O)c1ccc(NS(=O)(=O)c2ccccc2)cc1 | 2% | 2% | 8% | 0% | -4% | 7 | i | 8% | 0 | PMK inhibit pilot replicates=0.0;Spn MK inh pilot replicates=0.5;DPM-DC inhibit pilot screen %=0.0
